tuberculosis growth: growth inhibition of non-replicating M. tuberculosis (AID 488890); Mycobacterium tuberculosis non-replicating, growth inhibition; higher % means a stronger effect; inhibition, % at 25 µM, or IC50 in µM where a hit was titrated; actives 0.39% (n = 320,000); in the data active means a potency from the dose series; inconclusive means inhibition mostly from about 82% at the one dose, without a potency; inactive means the rest, 99 in 100 with inhibition below about 76%;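 further: plate controls were DMSO cells for no effect and high antibiotic wells for full effect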
influenza NS1A: NS1A inhibition, H1N1 influenza, cell based functional assay (AID 504329) | NS1A functional cell-based assay, percent inhibition; higher % means a stronger effect | inhibition, % at 12.5 µM, or IC50 in µM where a hit was titrated | actives 0.3% (n = 340,000); in the data active means a potency from the dose series; inconclusive means inhibition above about 27% without an active follow-up result; further: strong numbers were not always called active
M. tuberculosis HTS: M. tuberculosis growth inhibition, HTS (AID 449762). M. tuberculosis H37Rv growth inhibition, 7H9 media; higher % means a stronger effect. inhibition, % at 25 µM; hits with a dose series show IC50 in µM. actives 0.59% (n = 330,000); in the data active means a potency from the dose series; inconclusive means inhibition above about 70% without an active follow-up result;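 further: bacterial growth assessed after seven days of incubation; strong numbers were not always called active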
inhibitors of VEEV: inhibitors of VEEV TC-83 cytopathic effect, confirmation, Vero cells (AID 588727); Vero cells, VEEV TC-83 cytopathic effect inhibition; higher % means a stronger effect; one-dose inhibition, % at 20 µM; IC50 in µM for titrated hits; actives 0.13% (n = 350,000); in the data active means a potency from the dose series; inconclusive means inhibition mostly from about 14% at the one dose, without a potency; inactive means the rest, 99 in 100 with inhibition below about 12%; further: strong numbers were not always called active
Salmonella PhoP GFP: PhoP regulon inhibitors, Salmonella typhi PhoP promoter GFP reporter, confirmatory (AID 1850). actives 0.33% (n = 310,000). Salmonella Typhi PhoP-promoter GFP reporter, fluorescence, 4 h; higher % means a stronger effect. inhibition, % at 50 µM; hits with a dose series show IC50 in µM; in the data active means a potency from the dose series; inconclusive means inhibition mostly from about 25% at the one dose, without a potency; inactive means the rest, 99 in 100 with inhibition below about 19%;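 further: 0% = induced wells with vehicle and 100% = uninduced wells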
inhibitors of VEEV 10K pilot screen: second read-out of inhibitors of VEEV, no call of its own (marks repeat the call); inhibition, %; measured here: 10K pilot screen inhibition
Starred values were filed as active, the others as inactive; i = inactive; ? = inconclusive; nt = no result given. No enrichment for hits (roughly 1.5% active in at least one column).

The first 2 records, ahead of the listing:
SMILES | tuberculosis growth | influenza NS1A | M. tuberculosis HTS | inhibitors of VEEV | Salmonella PhoP GFP | others
CCCS(=O)(=O)C/C(N)=N/OC(=O)c1ccc(Cl)cc1 | nt | nt | -5.5% | 2.0% | 6.2%
O=[N+]([O-])c1cccc(S(=O)(=O)Nc2ccc(S(=O)(=O)Nc3nccs3)cc2)c1 | 11.4% | -1.4% | -10.2% | 1.9% | -4.7%

Results, from the start:
SMILES | tuberculosis growth | influenza NS1A | M. tuberculosis HTS | inhibitors of VEEV | Salmonella PhoP GFP | others
CCCS(=O)(=O)C/C(N)=N/OC(=O)c1ccc(Cl)cc1 | nt | nt | -5.5% | 2.0% | 6.2%
O=[N+]([O-])c1cccc(S(=O)(=O)Nc2ccc(S(=O)(=O)Nc3nccs3)cc2)c1 | 11.4% | -1.4% | -10.2% | 1.9% | -4.7%
COc1ccc(C(=O)C2CCCN(Cc3ccc(C#CCCO)cc3)C2)c(OC)c1 (configuration not stated) | 23.9% | 8.6% | 0.8% | 1.2% | -2.3%
CCCCN1C(=O)/C(=C/C=C2/CC(C)(C)CN2C)SC1=S | 25.4% | 15.7% | -1.0% | 4.4% | 10.4%
CC(=O)Nc1ccccc1OCC(=O)c1ccc2c(c1)OCO2 | 8.6% | -6.7% | -10.4% | 1.2% | 0.1%
CNC(=O)c1c(NC(=O)c2cc(-c3cc(C)c(C)cc3O)n[nH]2)sc2c1CCCC2 | -2.5% | nt | 7.5% | nt | 5.2%
COc1ccc(NC(=O)CN(CC(=O)Nc2ccc(OC)cc2)C(C)(C)CO)cc1 | 8.2% | -2.4% | ? | 1.1% | 0.5%
CC(NC(=O)c1noc2c1CCCC2)c1ccccc1 (configuration not stated) | nt | -3.5% | nt | i | 0.7%
CC(O)CNc1nc2ccccc2n1CC(=O)NCC(F)(F)F (configuration not stated) | -14.8% | -7.4% | -0.1% | 0.2% | 14.9%
Cc1cc(C)c2c(NC(=S)Nc3ccccc3)n[nH]c2n1 | -5.8% | 10.8% | -1.1% | 3.4% | -5.0%
COc1c(C=O)c2c(c(OC)c1OC)-c1ccc(OC)c(=O)cc1C(NC(C)=O)CC2 (configuration not stated) | nt | 1.2% | nt | 9.6% | nt
COc1ccc(CC(=O)N2CC(C)CC(C)C2)cc1 (configuration not stated) | 15.1% | 2.6% | 4.6% | 0.2% | -3.6%
O=C(COc1ccccc1C(=O)NCc1ccccn1)Nc1ccc(Br)cc1 | 15.0% | -8.6% | 0.6% | 2.0% | -2.9%
CS(=O)(=O)c1ccccc1-c1nnc(NC(=O)C2=COCCO2)o1 | -5.6% | -5.9% | 0.1% | 1.6% | 6.0%
Cc1cccc(C(=O)NN2C(=O)C3C(c4ccccc4)C=CC(c4ccccc4)C3C2=O)c1 (configuration not stated) | 8.5% | 5.3% | -8.7% | 1.7% | -12.2%
CC(OC(=O)c1ccccc1CCc1ccccc1)C(N)=O (configuration not stated) | 4.7% | -0.1% | -0.3% | i | -21.8%
O=C(CCC1CCCN(C(=O)Cn2cnnn2)C1)NCc1ccc(F)c(F)c1 (configuration not stated) | 4.5% | -0.9% | 2.7% | i | -16.1%
CCOc1cc(C2C(C(=O)O)c3cc(OCC)c(OCC)cc3C(=O)N2C)ccc1O (configuration not stated) | 3.1% | 8.6% | -4.8% | 0.5% | 2.3%
Cc1nc2ccc(NC(=O)c3ccc(N4C(=O)CCC4=O)cc3)cc2s1 | 4.8% | -3.3% | 6.2% | 1.5% | 7.8%
Cc1nc(N2CCOCC2)c2c3c(sc2n1)CCC3 | 8.7% | -7.9% | -1.3% | 1.8% | -18.2%
CCCCN(C(=O)NC(=O)Nc1c(C)cc(C)cc1C)S(C)(=O)=O | 9.6% | 1.5% | 1.7% | 0.6% | 1.5%
Cc1cc(-c2nnnn2-c2ccc(F)cc2)no1 | -3.3% | -6.4% | -5.4% | 4.6% | 1.7%
COc1ccc(S(=O)(=O)N2CCOCC2)cc1NC(=O)COc1ccccc1 | -6.0% | -11.0% | 1.3% | 6.3% | 4.2%
Clc1ccc(CN2CCN(c3ccccc3)CC2)cn1 | -4.0% | 1.4% | 5.8% | i | -10.5%
O=C(CSc1ncccn1)NC(=O)Nc1ccc2c(c1)OCCO2 | 19.2% | -11.3% | -4.2% | 0.7% | -20.4%
Cc1ccc(C)c(NC(=O)CSc2nnc(CSc3nc(C)cc(C)n3)n2Cc2ccco2)c1 | 6.0% | -2.1% | 1.2% | 8.3% | -9.2%
CC(=O)Nc1c(O)nc(SCC(=O)Nc2cccc(C)c2)[nH]c1=O | 12.1% | -23.1% | -3.3% | 0.2% | 4.0%
COc1ccc(CC(=O)NC(C)c2nnc(SCCC(=O)Nc3ccccc3)n2C)cc1 (configuration not stated) | -6.6% | 10.3% | 1.4% | 2.8% | -22.3%
CCOC(=O)c1sc(N)c(C#N)c1CSc1nnc(C2CCCCC2)n1N | 20.9% | 2.9% | -1.7% | 2.4% | -1.6%
FC(F)(F)c1ccc(N/N=C/c2cccnc2)nc1 | -1.6% | -2.5% | 5.3% | 0.8% | -6.2%
CCn1c(=O)c(C(=O)NCc2ccc(OC)cc2)c(O)c2ccccc21 | 2.0% | -1.4% | -10.5% | 1.2% | -8.4%
c1ccc2c(CN3CCSCC3)cccc2c1 | -19.6% | 20.9% | -24.1% | i | -6.3%
CCCCn1c(N)c(N(CC)C(=O)c2cnc(C)cn2)c(=O)[nH]c1=O | -22.9% | 3.7% | 0.9% | i | nt
c1ccc(CNCC2COc3ccccc3O2)cc1 (configuration not stated) | -1.6% | 18.6% | 0.3% | i | 3.5%
Cc1cccc(NC(=O)CNC(=O)CSc2nnc(C(F)(F)F)n2C)c1C | -9.8% | -18.5% | -1.2% | 3.8% | nt
CCC(C)NC(=S)NNC(=O)c1ccncc1 (configuration not stated) | 0.7% | -16.8% | 19.2% | i | 6.7%
Cc1cc(NC(=O)c2ccc3c(c2)OCCO3)no1 | -10.1% | 0.6% | -1.8% | 0.7% | 8.7%
CCn1c(N2CCN(C(=O)NC3CCCCC3)CC2)nc2ccccc21 | 6.5% | 0.5% | -0.5% | 4.2% | -0.5%
CS(=O)(=O)N1CCC(C(=O)Nc2cccc([N+](=O)[O-])c2)CC1 | -2.4% | 8.2% | 6.1% | 1.3% | 13.7%
O=C1NC(c2ccc(Cl)cc2)Nc2ccccc21 (configuration not stated) | -1.8% | -5.2% | -0.2% | 1.4% | 13.5%

Looked up by structure from the entries so far, six records:
SMILES | tuberculosis growth | influenza NS1A | M. tuberculosis HTS | inhibitors of VEEV | Salmonella PhoP GFP | others
FC(F)(F)c1ccc(N/N=C/c2cccnc2)nc1 | -1.6% | -2.5% | 5.3% | 0.8% | -6.2%
Cc1ccc(C)c(NC(=O)CSc2nnc(CSc3nc(C)cc(C)n3)n2Cc2ccco2)c1 | 6.0% | -2.1% | 1.2% | 8.3% | -9.2%
Cc1cc(NC(=O)c2ccc3c(c2)OCCO3)no1 | -10.1% | 0.6% | -1.8% | 0.7% | 8.7%
COc1ccc(S(=O)(=O)N2CCOCC2)cc1NC(=O)COc1ccccc1 | -6.0% | -11.0% | 1.3% | 6.3% | 4.2%
CS(=O)(=O)N1CCC(C(=O)Nc2cccc([N+](=O)[O-])c2)CC1 | -2.4% | 8.2% | 6.1% | 1.3% | 13.7%
CCn1c(=O)c(C(=O)NCc2ccc(OC)cc2)c(O)c2ccccc21 | 2.0% | -1.4% | -10.5% | 1.2% | -8.4%

Next section
SMILES | tuberculosis growth | influenza NS1A | M. tuberculosis HTS | inhibitors of VEEV | Salmonella PhoP GFP | others
Cc1sc2c(c1C)C(=O)NC(c1ccccc1F)N2 (configuration not stated) | ? | -7.2% | 3.8% | 2.4% | -1.5%
C=C(C)c1cccc(C(C)(C)NC(=O)N2CCN(c3ccccc3OC)CC2)c1 | 26.3% | 17.7% | 8.5% | 0.3% | -2.4%
Cn1c(=O)[nH]c(=O)c2c1nc(Br)n2CCCO | 3.4% | -17.0% | 30.7% | 1.7% | -15.2%
COc1ccc(NC(=S)N2CCC(N(C)CCN3CCOCC3)CC2)cc1 | -13.3% | -2.9% | 2.6% | 0.2% | -1.6%
COc1ccccc1/C=C/C(=O)OCc1nc2ccccc2c(=O)[nH]1 | 19.4% | 10.3% | 1.3% | 1.5% | 12.4%
CC1(C)CC(=O)C2=C(C1)N(c1ccc(F)cc1)C(=O)CC2c1cccnc1 (configuration not stated) | nt | 4.6% | 6.1% | 1.0% | -1.9%
CC(=O)N/C(N)=N/c1nc2cc([N+](=O)[O-])ccc2o1 | -16.3% | 0.9% | 3.6% | 1.3% | -6.0%
O=C(NCC1CCCO1)c1ccc(Br)s1 (configuration not stated) | 61.2% | -28.2% | -1.9% | i | -16.1%
O=C1C=C(c2cccc3c2oc2ccccc23)CCC1 | -2.0% | 2.5% | 3.1% | i | -2.4%
CCc1ccc(NC(=O)CCNC(=O)Cn2cnc3ccccc3c2=O)cc1 | -19.8% | -0.4% | 2.9% | 0.1% | 8.1%
Cn1cc(C(=O)C(=O)N2CCCC2)c2ccccc21 | -3.8% | -4.5% | -1.0% | 1.9% | -4.0%
Cc1sc2nc(CN(C(=O)c3cccs3)C3CCCC3)[nH]c(=O)c2c1C | 40.3% | 5.7% | -10.3% | 5.7% | -2.3%
CCc1ccc(NCCC(=O)c2ccc(Br)cc2)cc1 | ? | 18.3% | ? | i | -3.5%
CSc1nc2cc(C)nn2c(-c2ccccc2Cl)c1C#N | -10.9% | -2.0% | 1.5% | 1.4% | 12.1%
Cc1ccc2c(C(=O)CN3CCCC(C)C3)c(C)[nH]c2c1 (configuration not stated) | 1.8% | -5.7% | 2.6% | 0.1% | -2.8%
CN(C)c1cccc(C(=O)OCC(=O)Nc2ccccc2Cl)c1 | 56.3% | -1.9% | 2.9% | 0.6% | -5.9%
COc1ccc(NC(c2ccccc2)c2ccncc2)cc1 (configuration not stated) | -5.0% | -19.8% | ? | 0.4% | -1.1%
O=C(NCCCc1ccccc1)c1cccc(Br)c1 | 66.0% | 3.5% | -7.5% | 2.4% | 11.8%
O=C(O)COc1ccccc1/C=N/NC(=O)CNC(=O)c1ccc(F)cc1 | -8.5% | 12.5% | -12.1% | 0.6% | 12.8%
Cc1ccc(CS(=O)Cc2ccc(C(=O)NC3CCCCCC3)o2)cc1 (configuration not stated) | -2.1% | 3.0% | -7.6% | 0.3% | -1.5%
CCOC(=O)N1CCN(c2c(N3CCC(N4CCCCC4)CC3)c(=O)c2=O)CC1 | nt | -6.8% | 5.8% | 3.0% | -6.1%
Cc1cc(OCCCCCNCCO)ccc1Cl | 34.8% | -0.9% | -10.5% | 1.9% | -2.9%
COC(=O)[C@@H](Cc1ccccc1)NC(=O)NCCc1ccccc1 | -3.9% | 5.8% | -0.5% | 0.5% | 2.5%
CCOC(=O)N1CCN(C(=O)CSCc2ccccc2C)CC1 | -10.2% | -22.9% | -3.1% | 1.8% | 1.1%
Cc1ccccc1NC1=C/C(=N\S(=O)(=O)c2cccs2)c2ccccc2C1=O | ? | ? | 7.97µM* | i | 13.9%
CCN(CC)C(=S)SCC(=O)c1ccccc1 | ? | -8.1% | 3.5% | 0.4% | -10.7%
O=C(NC(=S)NCC1CCCO1)c1ccc(Cl)cc1Cl (configuration not stated) | -4.3% | -4.2% | 0.7% | 2.6% | -4.5%
COc1cccc(CN(C)C(=O)CNC(=O)c2ccc3c(c2)OCO3)c1OC | 18.0% | -9.0% | -9.8% | 1.6% | -4.7%
COc1cccc(C2NC(=S)NC3=C2CCc2ccccc23)c1 (configuration not stated) | -1.8% | 20.0% | -7.0% | i | -7.6%
CCOC(=O)C1(Cc2cccc(OC)c2)CCN(Cc2cccn2-c2nccs2)CC1 | 16.6% | 4.4% | 5.8% | i | -13.9%
CCOc1ccccc1N1CCN(C(=O)/C=C/c2cccc([N+](=O)[O-])c2)CC1 | 8.5% | 17.8% | -1.8% | i | -5.0% | inhibitors of VEEV 10K pilot screen=2.7
Cc1ccc(N2C(=O)c3ccccc3NC2C(C)Cc2ccc3c(c2)OCO3)cc1 (configuration not stated) | 45.1% | 0.7% | ? | i | 7.6%
CC1CCN(C(=O)CC(NC(N)=O)c2ccccc2Cl)CC1 (configuration not stated) | 8.9% | 1.3% | 3.5% | 0.8% | 1.3%
O=C(NC1CCN(Cc2ccccc2)CC1)C1CCCN(S(=O)(=O)c2cccc3nonc23)C1 (configuration not stated) | -8.6% | -6.4% | -3.8% | 0.5% | -3.9%
CCOC(=O)c1cccc(NC(=O)CN(c2ccc(C)cc2)S(=O)(=O)c2c(C)n[nH]c2C)c1 | nt | -1.8% | -4.8% | 3.0% | 2.4%
CC1(c2nnc(-c3ccccc3)o2)CC(c2ccc([N+](=O)[O-])cc2)=NO1 (configuration not stated) | -19.2% | 4.3% | -0.7% | 5.0% | -4.4%

Bioassay records deposited in PubChem by Southern Research Specialized Biocontainment Screening Center.
